Bcl-XL Bim block: human Bim-Bcl-XL interaction inhibition; inhibition, % at 10 µM; Bim peptide-Bcl-XL binding, bead flow cytometry, fluorescence; 0.04% of 190,000 active; AID 1007
RGS4-Gao reg: modulates binding of RGS4 to human Galphao | P09471 | Multiplexed bead flow cytometry; actives lie on both sides | binding response (% of control), % at 10 µM | 0.33% of 220,000 active | AID 1415; in the data active means binding response below about 49% or above about 150%; inactive means in between;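 further: fluorescent Galphao activated with aluminum fluoride binding bead-coupled RGS4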
Target sequence (P09471 whole entry, looked up): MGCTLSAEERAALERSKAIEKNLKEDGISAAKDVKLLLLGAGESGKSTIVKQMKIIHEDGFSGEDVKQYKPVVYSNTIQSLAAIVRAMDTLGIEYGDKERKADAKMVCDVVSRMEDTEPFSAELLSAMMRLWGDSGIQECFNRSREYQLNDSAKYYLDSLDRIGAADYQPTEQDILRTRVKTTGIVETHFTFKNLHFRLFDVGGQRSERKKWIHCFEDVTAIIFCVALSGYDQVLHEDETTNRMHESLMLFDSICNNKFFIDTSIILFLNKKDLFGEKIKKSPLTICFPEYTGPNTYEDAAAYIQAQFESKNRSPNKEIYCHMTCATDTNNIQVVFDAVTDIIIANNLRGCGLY
RGS8-Gao: human RGS8-Galphao interaction regulation; 0.34% of 220,000 active; multiplexed bead flow cytometry, RGS8-Galphao binding; actives lie on both sides; P09471; response (percent of control binding), % at 10 µM; AID 1423; in the data active means response below about 60% or above about 140%; inactive means in between;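 further: Galphao activated as the GDP aluminium fluoride complex binding bead-coupled RGS8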
Bcl-W Bim block: inhibitors of Bim-Bcl-W interaction, human; inhibition, % at 10 µM; bead-based flow cytometry, Bim peptide-Bcl-W binding; AID 952; 0.02% of 190,000 active; Q92843;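 further: 0% = bound tracer without compound and 100% = peptide blocker; higher means less fluorescent Bim peptide bound to Bcl-W beads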
Target sequence (Q92843 whole entry, looked up): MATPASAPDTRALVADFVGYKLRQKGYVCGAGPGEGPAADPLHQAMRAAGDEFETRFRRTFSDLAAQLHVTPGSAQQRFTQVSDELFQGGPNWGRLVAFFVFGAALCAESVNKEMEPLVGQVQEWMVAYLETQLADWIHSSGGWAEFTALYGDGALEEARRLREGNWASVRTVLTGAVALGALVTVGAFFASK
Mcl1 Noxa PPI: Mcl-1/Noxa interaction inhibition; Q07820; TR-FRET Mcl-1/Noxa peptide binding, 2 h; inhibition, % at 21.7 µM; 1.5% of 220,000 active;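 active means compounds that cut the protein-peptide binding signal by more than 50% relative to plate controls in a single-dose test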;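 further: His-tagged Mcl-1 with rhodamine Noxa BH3 peptide and terbium anti-His antibody; 0% = Mcl-1 plus Noxa peptide wells and 100% = peptide-only wells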
RGS7-Gao reg: modulates binding of RGS7 to human Galphao. 0.35% of 220,000 active. P09471. binding response (% of control), % at 10 µM. Multiplexed bead flow cytometry; actives lie on both sides; in the data active means binding response below about 49% or above about 150%; inconclusive means no clear call, values can overlap the other calls; inactive means in between;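 further: fluorescent Galphao held in activated GDP-AlF4 state binding bead-coupled RGS7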
Bcl-2 Bim block: inhibitors of Bim-Bcl-2 interaction, human; Bead-based flow cytometry, Bim peptide-Bcl-2 binding; inhibition, % at 10 µM; 0.06% of 190,000 active; AID 950; in the data active means inhibition above about 40%; inconclusive means no clear call, values can overlap the other calls;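 further: 0% = no compound wells with probe peptide and 100% = reference peptide inhibitor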
Target sequence (P10415 whole entry, looked up): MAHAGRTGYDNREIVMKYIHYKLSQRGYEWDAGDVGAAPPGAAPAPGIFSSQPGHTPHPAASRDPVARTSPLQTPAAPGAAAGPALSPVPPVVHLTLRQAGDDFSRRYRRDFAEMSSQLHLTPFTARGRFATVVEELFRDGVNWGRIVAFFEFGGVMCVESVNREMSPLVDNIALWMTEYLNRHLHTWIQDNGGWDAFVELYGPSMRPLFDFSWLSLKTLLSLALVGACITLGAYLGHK
Bfl-1 Bim block: disrupts Bim binding to human Bfl-1. Bead-based flow cytometry, Bim-Bfl-1 binding inhibition. 0.12% of 190,000 active. inhibition, % at 10 µM. AID 1008;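 further: 0% = wells without compound plus tracer and 100% = blocker peptide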
Mcl-1 Bim block: human Bim-Mcl-1 interaction inhibition; Q07820; Bead-based flow cytometry, Bim peptide-Mcl-1 binding; inhibition, % at 10 µM; 0.1% of 190,000 active; AID 1009;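 further: 0% = no compound tracer wells and 100% = peptide blocker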
Mcl1-Bid inh: disrupts binding of human Mcl-1 to Bid peptide. Q07820. TR-FRET Mcl-1/Bid-Dy647 peptide binding, 1536-well. inhibition, % at 21.7 µM. 0.97% of 220,000 active. AID 1021;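 active means compounds that cut the binding signal by more than half at the single screening dose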;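 further: His-tagged Mcl-1 with europium anti-His antibody binding Bid BH3 peptide; 0% = Mcl-1 plus peptide wells and 100% = peptide-only wells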
Bim-Bcl-B: inhibitors of Bim-Bcl-B interaction, human; 0.073% of 190,000 active; bead-based flow cytometry, Bim peptide-Bcl-B binding; AID 951; inhibition, % at 10 µM;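 further: 0% = tracer peptide without compound and 100% = reference inhibitor peptide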
Target sequence (Q9HD36 whole entry, looked up): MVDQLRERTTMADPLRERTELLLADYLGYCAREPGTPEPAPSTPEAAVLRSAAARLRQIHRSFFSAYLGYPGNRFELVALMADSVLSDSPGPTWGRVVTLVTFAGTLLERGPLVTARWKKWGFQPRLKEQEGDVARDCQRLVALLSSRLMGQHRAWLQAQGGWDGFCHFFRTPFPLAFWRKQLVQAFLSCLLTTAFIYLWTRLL
Starred values were filed as active, the others as inactive; u = inconclusive; x = no result given. Unless noted, no stated cut-off is given here; in the data, active means inhibition above about 40%.

Bcl-XL Bim block,RGS4-Gao reg,RGS8-Gao,Bcl-W Bim block,Mcl1 Noxa PPI,RGS7-Gao reg,Bcl-2 Bim block,Bfl-1 Bim block,Mcl-1 Bim block,Mcl1-Bid inh,Bim-Bcl-B,SMILES
x,93,97,x,-5,u,x,x,x,-49,x,CC(C)=CCC/C(C)=C/C(=O)O
-4,105,104,-1,11,107,-8,-10,1,-14,-7,COC(=O)c1cc2sc(Cl)cc2n1Cc1nc(-c2ccccc2)oc1C
-4,96,98,-1,15,95,-7,-16,-3,0,-9,Oc1ccccc1N1CCN(c2ncccn2)CC1
-7,100,102,-3,8,100,-5,-9,-1,-11,-6,O=C(CCCSc1nc2ccccc2[nH]1)NCc1ccccc1
-12,94,95,-1,x,95,-14,-18,-5,9,-14,CCOc1ccccc1NC(=O)CN(c1ccc(C)cc1)S(=O)(=O)c1c(C)noc1C
-1,101,104,1,12,100,-9,-12,-2,-15,-5,CCC1CCCCN1C(=O)CSc1nc(N)c(NC(=O)c2ccc(OC)c(OC)c2)c(=O)[nH]1 (centres undefined)
x,98,100,x,-4,u,x,x,x,-4,x,CCC(=O)Nc1c(-c2ccccc2)c(=O)c2ccccc2n1C
-4,100,102,0,12,97,-1,-1,0,-42,-4,CC(=O)Oc1ccc(C(=O)[C@H]2[C@H]3C(=O)N(c4cccc5ccccc45)C(=O)[C@H]3[C@@H]3C=CC=NN32)cc1
-5,94,97,-2,0,98,4,-3,2,-22,2,COc1ccc(-c2noc(CCCC(=O)N3CCOCC3)n2)cc1
-4,100,100,1,-3,99,-9,-10,0,-22,-7,CC1(O)N(Cc2ccccc2)C(=O)OC12CCCCC2 (centres undefined)
-4,104,105,-1,-9,105,-8,-14,-3,-2,-6,O=C1CCCN1c1ccc(S(=O)(=O)N2CCN(c3ccccc3)CC2)cc1
-7,92,85,-3,1,89,-16,-8,-5,-56,0,CCN(C(=S)Nc1cccc(C)c1)c1ccccc1
0,98,99,0,7,101,0,-5,0,-19,-2,Cc1ccc(Oc2c(CO)c(-c3ccccc3)nn2C)cc1
2,102,99,0,6,104,-3,4,2,-2,0,O=C(/C=C/c1ccccc1[N+](=O)[O-])OC1CCCCC1=O (centres undefined)
0,103,100,0,-6,102,-3,-3,1,-6,-2,CCC(=O)N1CCc2cc(S(=O)(=O)CCC(=O)NC(C)CC)ccc21 (centres undefined)
0,96,97,0,9,96,-1,0,0,-13,-1,CCCCCOC(=O)Cc1c(O)c2ccccc2[nH]c1=O
21,98,101,12,50,96,13,21,16,20,24,COc1cc(/C=N/NC(=O)c2sc(N)c(C#N)c2C)cc(Br)c1O
-2,108,100,-2,2,102,-2,-1,-4,-31,-5,O=C(Nc1ccncc1)c1cc(F)cc(F)c1
-5,102,100,-3,8,101,-11,-17,-5,-14,-11,Cc1cc(Cl)ccc1NC(=S)NCc1cccs1
0,91,88,3,-43,97,-3,0,-4,-1,-4,FC(F)(F)c1cc(-c2ccco2)nc(-n2nnc3ccccc32)n1
x,87,96,x,2,u,x,x,x,-17,x,O=C1CCC/C1=C\Nc1ccc(Cl)c([N+](=O)[O-])c1
-1,94,88,5,5,116,-1,8,-1,-5,-13,CCOC(=O)c1c(NC(=O)C2CCCO2)sc(C(=O)OC(C)(C)C)c1C (centres undefined)
-1,101,105,2,47,95,2,1,1,44,3,O=C(CN1CCN(C2CCCCC2)CC1)Nc1ccccc1N1CCCCC1
-13,99,102,0,21,103,-9,-11,0,-17,-5,N#Cc1cc(-c2ccccc2)oc1NC(=O)c1ccccc1
0,113,111,3,7,112,4,4,1,-1,3,CCOc1ccccc1N(CC(=O)OC)S(=O)(=O)c1ccccc1
-4,94,97,-3,8,97,-7,-8,0,-16,-7,Cc1nn(-c2ccccc2)c(N)c1Sc1ccccc1[N+](=O)[O-]
0,83,94,2,9,97,5,2,0,-24,4,O=C(COc1ccc(Cl)cc1Cl)N1CCCCCC1
-5,100,99,-1,6,105,-3,0,-5,-45,-18,Fc1ccc(NCc2n[nH]c(=S)n2Cc2ccccc2)cc1
2,100,102,5,4,99,7,6,1,11,4,CCOC(=O)n1cc(-c2cnc(CNC(=O)C(C)(c3ccccc3)c3ccccc3)o2)c2ccccc21
-4,105,102,-2,-15,108,-11,-14,-4,-84,-9,CN(C)C(=O)c1cc(Cl)ccc1Sc1cc(Cl)ccc1Cl

Full records, looked up by structure.
Listed for `O=C1CCC/C1=C\Nc1ccc(Cl)c([N+](=O)[O-])c1` = Bcl-XL Bim block: x; RGS4-Gao reg: 87; RGS8-Gao: 96; Bcl-W Bim block: x; Mcl1 Noxa PPI: 2; RGS7-Gao reg: u; Bcl-2 Bim block: x; Bfl-1 Bim block: x; Mcl-1 Bim block: x; Mcl1-Bid inh: -17; Bim-Bcl-B: x
Listed for `CCOC(=O)c1c(NC(=O)C2CCCO2)sc(C(=O)OC(C)(C)C)c1C` (centres undefined) = Bcl-XL Bim block: -1; RGS4-Gao reg: 94; RGS8-Gao: 88; Bcl-W Bim block: 5; Mcl1 Noxa PPI: 5; RGS7-Gao reg: 116; Bcl-2 Bim block: -1; Bfl-1 Bim block: 8; Mcl-1 Bim block: -1; Mcl1-Bid inh: -5; Bim-Bcl-B: -13
Listed for `Cc1ccc(Oc2c(CO)c(-c3ccccc3)nn2C)cc1` = Bcl-XL Bim block: 0; RGS4-Gao reg: 98; RGS8-Gao: 99; Bcl-W Bim block: 0; Mcl1 Noxa PPI: 7; RGS7-Gao reg: 101; Bcl-2 Bim block: 0; Bfl-1 Bim block: -5; Mcl-1 Bim block: 0; Mcl1-Bid inh: -19; Bim-Bcl-B: -2

Other results follow:
Bcl-XL Bim block,RGS4-Gao reg,RGS8-Gao,Bcl-W Bim block,Mcl1 Noxa PPI,RGS7-Gao reg,Bcl-2 Bim block,Bfl-1 Bim block,Mcl-1 Bim block,Mcl1-Bid inh,Bim-Bcl-B,SMILES
x,96,99,x,0,u,x,x,x,17,x,CC(=O)Nc1nc(C)c(Oc2cccc(C(F)(F)F)c2)c(=O)[nH]1
-3,102,101,-2,-8,102,-3,-12,-1,-30,-5,CCOC(CNC(=O)c1cc(C)nn1-c1ccccc1)OCC
-8,100,103,0,-8,96,-4,-1,-2,-4,-4,Cc1ccc(S(=O)(=O)Nc2cc(C(F)(F)F)ccc2N2CCOCC2)cc1C
-2,102,99,0,-8,102,-2,0,0,-14,-2,c1cc(-c2noc(CC3CCCCC3)n2)ccn1
-1,96,101,0,9,95,0,-3,0,-12,0,Cc1noc(C)c1COC(=O)c1ccc(S(=O)(=O)N2CCCCC2)cc1
3,106,105,-1,-18,102,-9,-10,0,10,-11,CCCc1nnc(NC(=O)c2cccc(OC)c2)s1
-2,89,98,3,19,96,-6,-9,1,-6,-6,CC(=O)Nc1ccc(NC(=O)CN(c2cccc(C)c2)S(C)(=O)=O)cc1
-4,102,103,-2,2,101,-3,-2,-5,3,-8,COc1ccc(CC2(C)OC(c3ccc(C)cc3)=NN2C(C)=O)cc1 (centres undefined)
-3,112,101,-4,-12,105,0,-2,-1,-12,-4,CC(C)Oc1cc(NC(=O)CS(=O)CC(=O)Nc2cccc(C(F)(F)F)c2)c(Cl)cc1Cl (centres undefined)
0,104,103,-1,3,104,-1,0,-3,-9,-7,O=C(O)CCC/C=C\C[C@@H]1[C@@H](/C=C/[C@@H](O)COc2cccc(Cl)c2)[C@H](O)C[C@@H]1O
-5,101,103,-2,9,98,-6,-9,-1,-6,-8,O=C(O)CCC(=O)c1c[nH]c2ccccc12
-1,102,99,0,67*,97,-1,-3,-1,10,1,O=C(NN=C1C2CC3CC1CC(Cl)(C3)C2)c1ccccn1
-4,103,100,0,25,105,3,6,-7,-33,-21,COc1ccc(-n2c(-c3ccc(C)cc3)n[nH]c2=S)cc1
1,103,100,0,18,103,2,0,4,-35,1,CC(CCn1cccn1)NC(=O)c1cc(COc2ccc(F)cc2F)on1 (centres undefined)
x,90,96,x,-18,u,x,x,x,-8,x,Cc1ccc(S(=O)(=O)N2CCOC2CNC(=O)C(=O)NCc2ccncc2)cc1 (centres undefined)
0,94,97,0,-2,87,-1,-1,1,-41,0,O=C(Oc1ccc(N(C(=O)c2ccncc2)S(=O)(=O)c2ccc(F)cc2)cc1)c1ccncc1
-3,102,101,-1,-1,102,-4,-8,-1,-32,-6,Cc1ccccc1-c1nc(CS(=O)CC(=O)NCCN2CCOCC2)c(C)o1 (centres undefined)
-1,100,88,0,-7,97,2,0,0,-26,-4,CSc1nsc(/C=C/Nc2ccc(C)c(C)c2)c1C#N
-5,101,101,-1,5,101,-7,-16,-3,-13,-6,COc1ccc(C(=O)C2CCCN(C(=O)C3=CCCC3)C2)c(C)c1 (centres undefined)
-12,97,97,-2,-2,96,-8,-20,-7,-12,-7,CCOC(=O)c1c(N=CN(C)C)c(C#N)n2c1CCC2
1,101,100,-1,-9,98,0,0,0,-16,0,O=[N+]([O-])c1cc2c(cc1/C=N/Nc1nc(Nc3ccccc3)nc(N3CCCCC3)n1)OCO2
0,98,103,-2,19,99,-6,-4,-4,6,-4,CC(=O)Nc1ccc(Nc2ccc3nonc3c2[N+](=O)[O-])cc1
x,102,102,x,17,u,x,x,x,-8,x,O=C(NNC(=O)c1ccc[nH]1)Nc1cc(Cl)cc(Cl)c1
-3,107,105,-1,4,103,0,2,0,-4,2,Cc1ccc(-n2nnc(-c3cc4ccccc4n3C)n2)cc1
-1,91,94,0,4,u,-4,-2,0,-6,-1,COc1ccccc1C(=O)CSc1nnc(-c2ccco2)o1
1,101,100,2,6,u,0,-3,0,-4,2,O=C(COC(=O)c1ccc2c(c1)OCCO2)Nc1cc(S(=O)(=O)N2CCOCC2)ccc1Cl

As entered above:
CC(C)Oc1cc(NC(=O)CS(=O)CC(=O)Nc2cccc(C(F)(F)F)c2)c(Cl)cc1Cl (centres undefined) in RGS4-Gao reg: 112
COc1ccc(C(=O)C2CCCN(C(=O)C3=CCCC3)C2)c(C)c1 (centres undefined) in RGS7-Gao reg: 101
Cc1ccc(S(=O)(=O)N2CCOC2CNC(=O)C(=O)NCc2ccncc2)cc1 (centres undefined) in RGS4-Gao reg: 90
O=C(O)CCC(=O)c1c[nH]c2ccccc12 in Bim-Bcl-B: -8
Cc1ccc(S(=O)(=O)Nc2cc(C(F)(F)F)ccc2N2CCOCC2)cc1C in RGS7-Gao reg: 96
O=[N+]([O-])c1cc2c(cc1/C=N/Nc1nc(Nc3ccccc3)nc(N3CCCCC3)n1)OCO2 in Bfl-1 Bim block: 0
c1cc(-c2noc(CC3CCCCC3)n2)ccn1 in Bfl-1 Bim block: 0

Source: PubChem BioAssay
